SENP1 inh = human SENP1 catalytic domain inhibitors, primary screen, biochemical, FRET, uHTS; recombinant SENP1 catalytic domain, CyPet-SUMO1-YPet FRET cleavage; inhibition, % at 10 µM; actives 0.21% (n = 360,000); AID 624204, 2012;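 active = inhibition at least 30% at 10 µM, raw YFP signal under a set limit, fluorescence ratio 0.5 to 1.5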;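 also: 0% = enzyme with DMSO and 100% = no enzyme wells; some results filed as inactive read as strong as hits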
Target sequence (Q9P0U3 419-644 limits assumed): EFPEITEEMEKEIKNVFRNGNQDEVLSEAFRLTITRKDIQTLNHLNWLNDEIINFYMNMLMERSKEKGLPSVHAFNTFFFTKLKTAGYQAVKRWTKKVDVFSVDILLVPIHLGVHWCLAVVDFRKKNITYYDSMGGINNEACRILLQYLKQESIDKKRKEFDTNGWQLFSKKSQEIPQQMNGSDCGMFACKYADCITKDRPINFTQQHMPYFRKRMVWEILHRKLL
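Assay system: hSENP1 catalytic domain, recombinant. Amount: SENP1 enzyme, 20 pM final. Schedule: 50 min reaction, RT, dark. Technique: FRET, CFP and YFP emission. Control set: no-enzyme wells low, DMSO-plus-enzyme wells high control.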
mIAP activ = activators of mouse IAP, primary screen, biochemical, luminescence, uHTS | intestinal alkaline phosphatase [Mus musculus] | actives 0.24% (n = 330,000) | AID 2805, 2010 | muIAP, CDP-Star luminescence, 30 min; stronger effect = higher value; 1 = vehicle-only enzyme signal, 0 = enzyme-free wells | activation factor at 10 µM;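 active = activation factor of at least 2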; also: the source names both 10 and 20 µM as test concentration; values of inactives mirror those of a sister screen read the other way
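System: Mouse IAP enzyme | Also added: CDP-Star substrate | Dosing: Compounds dispensed in DMSO | Schedule: 30 min enzyme-substrate-compound incubation at room temperature | Technique: Chemiluminescence readout | Control set: DMSO-only wells and no-enzyme negative control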
hIAP activ = human IAP activators, primary screen, biochemical, luminescence, uHTS; Intestinal-type alkaline phosphatase (Homo sapiens), P09923; purified human IAP, CDP-Star luminescence, 30 min; stronger effect = higher value; 1 = vehicle-only enzyme, 0 = enzyme-free background; activation factor at 10 µM; actives 0.16% (n = 330,000);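 active = activation factor of the enzyme at least 2-fold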; also: the source names both 10 and 20 µM as test concentration; values of inactives mirror those of a sister screen read the other way
NALP3 yeast inh = NALP3 inflammasome inhibitors in reconstituted yeast, primary screen, luminescence, uHTS | Yeast reconstituted NLRP3/ASC/caspase-1, beta-gal luminescence, 24 h | inhibition, % at 10 µM | actives 0.39% (n = 330,000);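 active = inhibition of 50% or more; inactive = inhibition below 50%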;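 also: plate controls were induced DMSO wells for no effect and uninduced yeast grown without galactose for full effect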
hIAP inh = human IAP inhibitors, primary screen, biochemical, luminescence, uHTS. Intestinal-type alkaline phosphatase (Homo sapiens), P09923. purified IAP, CDP-Star luminescence, 30 min. inhibition, % at 10 µM. actives 0.12% (n = 330,000). AID 2544, 2010;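 active = inhibition reaching a set limit with compound at 10 µM in the primary screen, cut at about 35% in these data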;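 also: plate controls were DMSO wells with enzyme for no effect and no-enzyme buffer wells for full effect; values of inactives mirror those of a sister screen read the other way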
mIAP inh = inhibitors of mouse IAP, primary screen, biochemical, luminescence, uHTS; intestinal alkaline phosphatase [Mus musculus]; purified mouse IAP, CDP-Star luminescence, 30 min; inhibition, % at 10 µM; actives 0.2% (n = 330,000); AID 2806, 2010;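 active = inhibition of at least 40% at 10 µM in the primary screen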;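 also: plate controls were DMSO with enzyme for no effect and no enzyme wells for full effect; values of inactives mirror those of a sister screen read the other way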
APOBEC3G inh = APOBEC3G DNA deaminase inhibitors, primary screen, biochemical, fluorescence, single-stranded DNA substrate, uHTS; recombinant A3G, ssDNA deamination FAM/TAMRA fluorescence; inhibition, % at 20 µM; actives 0.28% (n = 330,000); AID 493012, 2011;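 active = inhibition of at least 40% at 20 µM, with no more than 30% in the related APOBEC3A deaminase screen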;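 also: plate controls were DMSO wells with A3G for no effect and wells lacking A3G enzyme for full effect; some compounds called inactive have numbers as strong as hits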
Target sequence (Q9HC16 whole entry, looked up): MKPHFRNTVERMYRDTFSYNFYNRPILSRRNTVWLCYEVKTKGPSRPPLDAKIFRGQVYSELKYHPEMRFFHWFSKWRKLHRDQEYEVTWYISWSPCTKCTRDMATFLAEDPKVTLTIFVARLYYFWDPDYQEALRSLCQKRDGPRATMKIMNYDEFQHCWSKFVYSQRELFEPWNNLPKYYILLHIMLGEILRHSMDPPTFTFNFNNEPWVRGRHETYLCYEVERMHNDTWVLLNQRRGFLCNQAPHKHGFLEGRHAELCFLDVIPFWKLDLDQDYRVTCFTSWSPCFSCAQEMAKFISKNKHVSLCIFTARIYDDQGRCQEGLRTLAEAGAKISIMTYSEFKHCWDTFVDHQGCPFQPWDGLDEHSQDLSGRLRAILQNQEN
beta cell repl = inducers of MIN6 beta-cell proliferation, primary screen, ATP luminescence, uHTS; MIN6 cells proliferation, ATPlite luminescence, 48 h; cells starved in 0.2% serum; 100% = growth in 10% serum; proliferation, % at 10 µM; actives 0.29% (n = 330,000); AID 2380, 2010;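 active = compounds whose signal lies at least 3.5 SD above the mean of all wells on their plate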;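 also: 0% = DMSO-treated cells in low-serum medium and 100% = 10% serum control; some compounds called inactive have numbers as strong as hits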
A3A deaminase = APOBEC3A ssDNA deaminase inhibitors, primary screen, selectivity assay for APOBEC3G inhibitor project, biochemical, FAM/TAMRA oligo cleavage fluorescence | actives 0.41% (n = 330,000) | DNA dC->dU-editing enzyme APOBEC-3A (Homo sapiens), P31941 | recombinant A3A, FAM/TAMRA ssDNA deamination fluorescence | inhibition, % at 20 µM;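 active = at least 40% inhibition at 20 µM here, with at most 30% in a related deaminase screen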;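 also: plate controls were A3A with DMSO for no effect and wells lacking A3A enzyme for full effect; some results filed as inactive read as strong as hits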
Target sequence (P31941 whole entry, looked up): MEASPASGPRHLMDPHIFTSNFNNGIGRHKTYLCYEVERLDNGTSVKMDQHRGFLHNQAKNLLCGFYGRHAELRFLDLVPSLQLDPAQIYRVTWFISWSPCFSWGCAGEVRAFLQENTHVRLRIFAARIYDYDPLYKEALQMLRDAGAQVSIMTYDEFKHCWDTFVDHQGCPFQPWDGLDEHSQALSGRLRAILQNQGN
Active calls of the source: *. Not all compounds are listed; rates above refer to the full screens.

compound	SENP1 inh	mIAP activ	hIAP activ	NALP3 yeast inh	hIAP inh	mIAP inh	APOBEC3G inh	beta cell repl	A3A deaminase
Cc1ccc(S(=O)(=O)Nc2ccc3c(c2)nc(CCN2CCN(c4ccccn4)CC2)n3C)cc1	1	0.92	1.1	12	-15	8	-2	0	-3
COC(=O)c1sccc1NC(=O)c1csc(C)c1	2	1.1	1	47	-2	-9	-5	1	-4
Nc1c(C(=O)c2ccccc2)sc(Nc2ccccc2)c1S(=O)(=O)c1ccccc1	0	0.92	1	14	-1	8	0	-2	1
O=C(CCCc1ccccc1)Nc1cccc([N+](=O)[O-])c1	0	1	0.98	14	2	-5	-2	0	-7
C/C(=N\NC(=O)c1ccc2c(c1)OCO2)c1cccnc1	2	0.95	0.85	4	15	4	-5	-2	-3
COc1cc(C)ccc1S(=O)(=O)NC1CC(C)(C)NC(C)(C)C1	1	0.99	1.1	-5	-6	1	-8	-4	-6
CCOc1ccc2nc(-c3ccc(OC)c(OC)c3)cc(C(=O)O)c2c1	-2	0.97	0.94	3	6	3	-5	2	8
CCOC(=O)c1c(C)n(CC(O)CN(C)C)c2cc(Br)c(OC)cc12 (stereo not given)	3	1	1.1	9	-11	-1	-5	-4	0
CCCn1c(N)c(N(CCOC)C(=O)c2cc3ccccc3cc2OC)c(=O)[nH]c1=O	0	0.97	0.93	11	8	3	-5	-1	1
CC(C)(C)c1nnc(NC(=O)NS(=O)(=O)c2ccccc2)s1	3	0.98	0.91	-17	9	2	1	2	3
CC(Sc1n[nH]c(=O)n1Cc1ccccc1)C(=O)NCC1CCCO1 (stereo not given)	1	1	1.2	23	-19	0	-9	1	-2
CCN(CC)C(=O)CSc1nnc(-c2ccco2)n1N	-1	1	1.1	4	-6	-4	0	-3	3
O=C(/C(=N\Nc1ccc([N+](=O)[O-])cc1)Sc1nnnn1-c1ccccc1)c1ccccc1	6	0.98	0.82	24	18	2	-10	-5	-1
CCc1[nH]nc(C(=O)N2CCCC(CNS(=O)(=O)c3cccs3)C2)c1C (stereo not given)	2	1.3	1.1	22	-8	-26	1	-3	4
COc1cc2c3nnc(-c4ccc(F)cc4)c-3cn(Cc3ccccc3)c2cc1OC	-39	1	1.1	18	-6	-1	-5	-6	-2
Cc1cccc(OCCCCCN2CCOCC2)c1	2	0.98	0.96	26	4	2	-9	-3	-8
Cc1cc(C(N)=O)c2ccccc2n1	4	0.93	1.1	12	-13	7	-5	-2	-2
CCC1=Nc2cc(C(=O)NCCCN3CCN(C)CC3)ccc2Sc2ccccc21	3	0.95	1.4	4	-37	4	-2	-1	0
Cc1ccc(NC(=O)C2CC(=O)N(C(C)C)C2)cc1Cl (stereo not given)	2	1	1	-7	0	-2	-11	7	-3
O=C(O)CSCC(=O)Nc1ccccc1	-1	1	1	-2	0	-2	-5	0	-6
COc1ccc(/C=N/NC(=O)C2C3CCCCC32)cc1OC (stereo not given)	1	1.2	1.2	26	-17	-22	-7	0	-3
O=C(C[n+]1cc(-c2ccc(Cl)cc2)n2c1CCC2)Nc1nc(-c2ccc(F)cc2)cs1	3	1	1	21	-1	-1	-5	-3	7
O=C(NCc1ccccc1)c1nncc(-c2ccccc2)n1	2	1	0.97	-7	3	-3	-5	2	4
CCN(C(=O)c1ccc(N2CC3CC(C2)c2cccc(=O)n2C3)c(NC(=O)c2ccncc2)c1)c1cccc(C)c1 (stereo not given)	0	1	0.88	-15	12	-1	4	-1	0
CCOC(=O)c1ccc(NC(=O)Cn2nnc(-c3ccccc3C)n2)cc1	1	1.1	1	8	-2	-7	-8	-2	0

Random excerpt: two records from the list
compound	SENP1 inh	mIAP activ	hIAP activ	NALP3 yeast inh	hIAP inh	mIAP inh	APOBEC3G inh	beta cell repl	A3A deaminase
O=C(O)CSCC(=O)Nc1ccccc1	-1	1	1	-2	0	-2	-5	0	-6
C/C(=N\NC(=O)c1ccc2c(c1)OCO2)c1cccnc1	2	0.95	0.85	4	15	4	-5	-2	-3

Next section.
compound	SENP1 inh	mIAP activ	hIAP activ	NALP3 yeast inh	hIAP inh	mIAP inh	APOBEC3G inh	beta cell repl	A3A deaminase
O=S(=O)(CCN1CCN(c2ccccn2)CC1)c1ccc(F)cc1	2	0.97	0.94	14	6	2	-9	-1	-1
COc1ccc(CCNC(=O)C(=O)c2c(C)[nH]c3ccccc23)cc1	1	0.98	1.2	21	-16	2	-6	1	-14
CC(C)NC(=O)c1nn(C)c2ccccc12	1	1	1	1	0	-4	-4	1	-2
COc1ccc(CNC(=O)COC(=O)c2n[nH]c3ccccc23)cc1	-2	0.93	1.3	-4	-31	7	-5	1	-6
O=C(C1=C[C@H](c2ccc(C(F)(F)F)cc2)C[C@H](OCCCCO)O1)N1CCOCC1	-1	1	0.91	14	9	-4	-1	-3	0
Fc1ccc(N2Cc3ccsc3C=N2)cc1	-4	0.96	0.79	-5	22	4	0	-2	-2
COc1ccc(C(=O)NNC(=O)Cc2ccc([N+](=O)[O-])cc2)cc1	2	1	0.91	15	9	0	-5	0	0
COc1cc(OC)cc(C(=O)NNC(=O)C(=O)Nc2cc(OC)c(Cl)cc2OC)c1	-3	1	0.61	-3	39*	-2	8	0	2
CCC(=N\NC(=O)COc1ccccc1OC)/C(CC)=N/NC(=O)COc1ccccc1OC	-1	0.98	1.4	-1	-36	2	-8	1	-5
C=CCOc1ccc(CN(C)CC(=O)N(CC(C)C)c2c(N)n(CC(C)C)c(=O)[nH]c2=O)cc1	-4	1.1	0.79	8	21	-6	-6	0	0
Cc1ccc(C)c2[nH]c(=O)c(CN(Cc3nnnn3C3CCCCC3)CC3CCCO3)cc12 (stereo not given)	-10	0.92	0.81	7	20	8	-3	-1	-2
CCc1cc2c(SCC(=O)Nc3ccc(NC(C)=O)cc3)ncnc2s1	-7	0.91	0.94	-1	6	9	-6	-5	-2
COc1cccc(-c2cc(C(F)(F)F)nc(NCc3ccco3)n2)c1	1	0.92	0.82	23	18	8	1	-6	2
CC1(C)Cc2nc3scc(NC(=O)c4ccccc4)c3cc2CO1	1	0.97	1.2	21	-18	3	-3	-3	4
Cc1nnc(SCC(=O)N(C)CC(=O)Nc2ccccc2Cl)s1	0	0.88	1.1	0	-7	12	-6	-4	7
Cn1ncc(N=Cc2c(O)ccc3ccccc23)c1C(=O)N1CCOCC1	-27	1.1	0.86	4	14	-5	9	-2	2
O=C(NNC(=O)C12CC3CC(CC(C3)C1)C2)c1ccco1	1	1	1.1	-18	-12	0	-1	3	1
Cc1c(C(=O)N2CCOCC2)[nH]c2c1C(=O)CC(c1ccc(Cl)cc1)C2 (stereo not given)	0	1.1	1.1	-1	-6	-8	-7	-2	-3
O=C(O)c1cc(-c2cccnc2)nc2ccc(Br)cc12	1	0.94	1.1	11	-6	6	-4	2	1
Nc1nonc1-n1nnc(C(=O)N/N=C/c2ccc(OCc3ccccc3)cc2)c1CNc1ccccc1	-2	0.97	0.83	14	17	3	-3	-8	-4
Cc1ccc(C(=O)Nc2nc3c(s2)CCCC3)o1	-1	0.98	0.96	19	4	2	1	-6	2
O=C(Nc1ccc2nc3n(c(=O)c2c1)CCCCC3)c1ccccn1	1	0.92	1.1	33	-12	8	1	-2	0
CCOC(=O)Nc1ccc2c(COC(=O)C(NS(=O)(=O)c3ccc(Cl)cc3)C(C)O)cc(=O)oc2c1 (stereo not given)	-8	0.98	0.96	3	4	2	-7	-2	4
COc1ccc(NC(=O)NCCC2=CCCCC2)cc1	-1	1.1	1.2	16	-15	-14	-6	-3	-3
CC1Sc2ccc(S(=O)(=O)CCC(=O)N(C)Cc3ccccc3)cc2NC1=O (stereo not given)	2	0.87	0.77	11	24	13	-4	-3	-3
Cc1ccc2c(Cl)cc(Cl)c(OCC(=O)OCC(=O)Nc3ccc(C#N)cc3)c2n1	3	0.95	1.1	-8	-8	5	2	0	5
CCCCc1ccc(NC(=O)Nc2cnccn2)cc1	0	1.2	1.1	41	-5	-16	-5	-3	-2
O=[N+]([O-])c1ccc(N2CCN(CCOc3nonc3-c3ccccc3)CC2)c(Cl)c1	0	0.91	0.93	9	7	9	-8	-3	-6
COc1ccc(C(=O)N/C(=C\c2ccc3c(c2)OCO3)C(=O)NCCc2nc3ccccc3[nH]2)cc1	-83	1.1	1	-4	-3	-9	-7	2	0
CCOc1ccc(/C=N/NC(=O)Cc2cccs2)cc1	1	0.91	0.95	-1	4	9	-4	-1	-1
CCC(Sc1nc2ncccc2[nH]1)C(=O)NC1CCC(C)CC1 (stereo not given)	-6	0.95	1.2	4	-16	5	-1	0	-4
